# Screening data (PubChem BioAssay)
# m5-HT2A agonist = activates the mouse 5-HT2A serotonin receptor; P35363; CHO-K1 mHTR2A beta-arrestin complementation, luminescence; percent of 30 µM serotonin response; activation, % at 7.6 µM; 360,000 compounds, 0.66% hits;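 active means activation above a run cutoff, the mean activation of all tested compounds plus 3 SD, cut at about 14% in these data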;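 further: 0% = plate median of compound wells and 100% = 30 µM serotonin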
# MC4R ag barr = agonists of human melanocortin 4 receptor (MC4R) beta-arrestin; P32245; U2OS MC4R beta-arrestin complementation, luminescence; percent of melanotan II response, DMSO zero; activation, % at 8.9 µM; 360,000 compounds, 0.98% hits;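 active means activation above a per-plate cutoff, the mean activation of sample wells on that plate plus 3 SD, cut at about 8% in these data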
# Target sequence (P32245 whole entry, looked up): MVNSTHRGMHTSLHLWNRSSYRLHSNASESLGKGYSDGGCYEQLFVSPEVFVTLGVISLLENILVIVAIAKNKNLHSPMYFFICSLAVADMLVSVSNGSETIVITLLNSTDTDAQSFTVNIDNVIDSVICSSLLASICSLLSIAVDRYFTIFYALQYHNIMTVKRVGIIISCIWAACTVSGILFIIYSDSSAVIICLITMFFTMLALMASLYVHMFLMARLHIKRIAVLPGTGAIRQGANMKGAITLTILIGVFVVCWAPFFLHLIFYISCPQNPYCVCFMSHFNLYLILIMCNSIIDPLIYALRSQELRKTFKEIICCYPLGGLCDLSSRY
# ABCB6 inh MLPCN = blocks the human ABCB6 transporter | Q9NP58 | K562-ABCB6 porphyrin accumulation, flow cytometry, 1 h; active compounds read low | fluorescence ratio to DMSO, % at 10 µM | 360,000 compounds, 0.19% hits | AID 602162;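 active means fluorescence ratio to DMSO below 75%, the collection mean minus 3 SD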;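 further: signal is porphyrin accumulated inside mitochondria; 100% equals median channel fluorescence of DMSO control wells; lower ratio means ABCB6 inhibition with less porphyrin fluorescence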
# PDI inh = PDI (human) enzyme inhibition; 350,000 compounds, 0.052% hits; inhibition, % at 10 µM; PDI insulin aggregation turbidity, A650, 90 min; AID 588391;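 active means mean inhibition across replicates of 30% or more, whatever share of single replicates reach that level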;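 further: absorbance from insulin aggregation driven by PDI reduction with DTT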
# Target sequence (P07237 whole entry, looked up): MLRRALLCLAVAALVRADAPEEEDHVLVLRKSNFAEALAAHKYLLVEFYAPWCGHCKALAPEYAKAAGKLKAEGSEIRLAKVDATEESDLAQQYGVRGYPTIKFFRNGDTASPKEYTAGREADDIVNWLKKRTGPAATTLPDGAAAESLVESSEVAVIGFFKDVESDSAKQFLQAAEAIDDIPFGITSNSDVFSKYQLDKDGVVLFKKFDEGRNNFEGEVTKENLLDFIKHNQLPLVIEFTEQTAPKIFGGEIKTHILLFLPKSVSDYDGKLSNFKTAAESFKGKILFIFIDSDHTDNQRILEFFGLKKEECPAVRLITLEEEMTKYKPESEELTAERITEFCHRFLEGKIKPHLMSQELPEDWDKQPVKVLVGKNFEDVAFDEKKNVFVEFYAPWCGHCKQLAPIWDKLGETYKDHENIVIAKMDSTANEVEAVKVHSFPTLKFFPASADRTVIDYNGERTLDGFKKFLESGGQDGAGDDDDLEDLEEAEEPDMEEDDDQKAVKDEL
# ABHD5-PLIN5 inh = inhibitors of human ABHD5-perilipin-5 interaction. Q00G26+Q8WTS1. Split G. princeps luciferase complementation, luminescence, 4 h. inhibition, % at 4 µM. 360,000 compounds, 0.78% hits;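 active means inhibition above the mean inhibition across every tested compound plus 3 SD, cut at about 22% in these data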;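 further: 0% = DMSO only wells and the 100% control is not disclosed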
# Glyco luc inh = N-linked glycosylation inhibition; D54 ERlucT glycosylation luciferase reporter, 24 h; percent of 100 nM tunicamycin response; reporter increase, % at 12.5 µM; 360,000 compounds, 0.23% hits; AID 588692;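 active means mean luciferase reporter signal, scaled so untreated is 0 and the glycosylation-blocking control 100, at or above a set limit in every replicate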;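 further: luciferase carries N-glycosylation sites so blocking glycosylation raises the light; 0% = median of neutral control wells and 100% = median of 100 nM tunicamycin wells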
# Cardio protect = modulators protecting cardiomyocytes from myocardial damage. H9c2 cardiomyocytes, H2O2 injury protection, ATPLite, 2 h. protection from H2O2 cell death, % at 20 µM. 360,000 compounds, 0.63% hits. AID 588492;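 active means compounds giving at least 50% protection of heart cells from peroxide-induced death in the single-dose screen, raw or plate-pattern-corrected value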;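 further: 0% = DMSO wells with peroxide and 100% = DMSO wells without peroxide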
# CaV13 ICDI inh = Primary screen for inhibitors of IQ motif and Ca2+-dependent inactivation inhibitor domain binding in CACNA1D, Förster resonance energy transfer in living cells, …. HEK cells, CFP/YFP FRET ICDI-IQ, plate reader, 10 min; percent FRET-ratio fall versus neutral wells. inhibition, % at 12.3 µM. 340,000 compounds, 0.098% hits. AID 743397;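 active means mean replicate inhibition of at least 30% and at least 1% of replicates passing that level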;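 further: 0% = median of the neutral control wells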
# Granule exo inh = lytic granule exocytosis inhibition. inhibition, % at 10 µM. TALL-104 LAMP-1 surface exposure, flow cytometry; cells stimulated with thapsigargin and PMA. AID 651702. 360,000 compounds, 0.66% hits;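 active means inhibition above about 55%, limit read from the data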
# MC4R antag cAMP = human MC4R antagonism in cAMP assay; inhibition, % at 6.5 µM; MC4R-expressing cells, MTII-stimulated cAMP, LANCE TR-FRET; AID 540295; P32245; 360,000 compounds, 0.48% hits;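 active means inhibition above its plate's cutoff, the mean of tested wells on that plate plus 3 SD, cut at about 29% in these data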;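 further: 0% = Melanotan II alone and 100% = Melanotan II plus saturating MCL0020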
#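 material = U2OS cells stably expressing human melanocortin 4 receptor (MC4R) | also added = Melanotan II challenge | dosing = single nominal compound dose of 6.5 µM | detection = TR-FRET with Eu-cAMP and labeled anti-cAMP, 671 nm | replication = singlicate | timing = compound 30 min, challenge 1 h, detection 1 h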
# The depositor's hits bear a star; . = not tested or not shown.
SMILES,m5-HT2A agonist,MC4R ag barr,ABCB6 inh MLPCN,PDI inh,ABHD5-PLIN5 inh,Glyco luc inh,Cardio protect,CaV13 ICDI inh,Granule exo inh,MC4R antag cAMP
N#CCCn1nc(-c2ccccc2)cc1Nc1ccccc1NC(=O)C(F)(F)F,3,-2.4,100,1,-1,1,4,-3,9,0
COc1ccc(-c2[nH]ncc2-c2cnc(C)s2)c(O)c1,-1,-2.3,97,1,0,1,1,-8,2,13
CC1CCC(NC(=O)c2cccc(S(=O)(=O)N3CCN(C)CC3)c2)CC1 (centres undefined),-3,1.0,102,-9,0,2,-3,-14,-2,10
COCC(=O)OCn1nnc2ccccc2c1=O,7,-1.2,109,-4,-2,2,4,.,-6,4
COc1ccc(CN(C(C)=O)c2ccccc2C(=O)O)cc1,-2,-0.8,97,0,2,1,0,-7,0,15
COc1ccc(NC(=O)NNC(=O)c2ccc(-c3ccccc3)cc2)cc1,-6,-3.1,110,1,-3,0,-1,.,-3,5
O=C(Cc1csc(-c2cccc(Cl)c2)n1)Nc1cccc(S(=O)(=O)NC2=NCCC2)c1,2,-3.3,98,4,-19,-3,3,-1,4,7
Cc1ccc(C(=O)C2CC2)c(C)c1,-2,-0.5,104,-6,-5,0,-4,-6,0,3
O=C(Nc1nnc(-c2ccc(Cl)cc2)o1)NC1CCCCC1,2,-0.7,99,-2,-4,2,9,-7,-1,7
COc1ccccc1NC(=O)COC(=O)c1cc(C)oc1C,11,0.8,95,6,3,0,0,-5,-3,5
COc1cccc(C(=O)NCc2ccc3c(c2)cc(C)n3C)c1,2,-4.9,108,4,11,-3,-5,2,5,5
O=C(CCS(=O)(=O)c1ccc(Cl)cc1)Nc1nnc(-c2ccco2)o1,3,-3.1,101,-3,0,-6,9,-4,-6,-5
Cc1nc(-c2ccccc2)cc(=O)[nH]1,0,-0.4,95,-8,0,3,2,-4,-1,-6
Cc1ccc(C(=O)C2=C(O)C(=O)N(Cc3cccnc3)C2c2ccc(Br)cc2)o1 (centres undefined),-6,-3.2,98,-6,-7,1,-2,-10,-20,26
Cc1ccc(/C=C/C2=NN(Cc3ccc(Cl)c(Cl)c3)C(=O)CC2)cc1,0,-0.2,102,2,1,1,-11,0,-2,2
CN(C)c1ccc(CN2CCCCC2)cc1,2,0.0,98,14,7,0,4,-5,4,0
CSc1ccccc1NC(=O)COC(=O)c1ccc(-n2nc(C)cc2C)cc1,1,-3.0,102,4,2,0,-12,-6,-8,2
CC(C)(C)C(=O)N(Cc1ccccc1)c1ccccn1,-3,0.3,85,2,0,3,1,-3,3,19
CNc1cncc(-c2ccc(O)cc2)n1,2,-1.9,101,3,-3,-1,2,-5,1,9
O=C(CCc1nc2sc3c(c2c(=O)[nH]1)CCCC3)Nc1cccc(Cl)c1,3,8.3*,98,-4,-7,3,-5,-6,-1,-1
Cc1cc(C)nc(N(C#N)CC(=O)N(c2ccccc2)C(C)C)n1,2,0.1,112,-7,0,-2,6,-6,1,-1
Cc1cc(C)nc(N(C#N)CC(=O)N2CCC(C(N)=O)CC2)n1,7,2.8,101,0,-2,3,5,-5,1,7
Cc1ccc(N2CCN(S(=O)(=O)c3ccc(F)c(C)c3)CC2)c(C)c1,1,0.6,90,-5,-8,-1,-25,-6,-1,1
Cc1ccc2oc(C(=O)NCc3ccc(S(N)(=O)=O)cc3)cc(=O)c2c1,1,0.5,100,3,5,-1,4,-20,9,0
CCOc1ccc(NC(=O)C/C(C)=N/NC(=O)COc2ccc(Br)cc2C)cc1,5,-2.3,97,-4,-1,0,-2,-20,-4,-3

# Continued; the last 4 above are carried over.
SMILES,m5-HT2A agonist,MC4R ag barr,ABCB6 inh MLPCN,PDI inh,ABHD5-PLIN5 inh,Glyco luc inh,Cardio protect,CaV13 ICDI inh,Granule exo inh,MC4R antag cAMP
Cc1cc(C)nc(N(C#N)CC(=O)N2CCC(C(N)=O)CC2)n1,7,2.8,101,0,-2,3,5,-5,1,7
Cc1ccc(N2CCN(S(=O)(=O)c3ccc(F)c(C)c3)CC2)c(C)c1,1,0.6,90,-5,-8,-1,-25,-6,-1,1
Cc1ccc2oc(C(=O)NCc3ccc(S(N)(=O)=O)cc3)cc(=O)c2c1,1,0.5,100,3,5,-1,4,-20,9,0
CCOc1ccc(NC(=O)C/C(C)=N/NC(=O)COc2ccc(Br)cc2C)cc1,5,-2.3,97,-4,-1,0,-2,-20,-4,-3
Cc1ccc(S(=O)(=O)Nc2ccc3ncccc3c2)cc1,-2,-2.0,89,0,-1,1,-22,-5,0,0
CCCCc1c(O)nc(SCC(=O)N2CCOCC2)n(-c2ccc(OC)cc2)c1=O,1,-1.6,101,9,1,3,7,-3,-15,13
CC(=O)n1c(=O)oc2ccccc21,-6,0.1,102,0,-8,2,7,-2,-6,-1
CCN(CC(=O)NCc1ccc(Cl)cc1)C(=O)CNS(=O)(=O)c1ccc(NC(C)=O)cc1,-9,-2.2,92,-3,-8,4,4,.,-1,20
COc1cccc(C(=O)C2CN(c3ccccc3)CC2c2ccc(Cl)cc2)c1 (centres undefined),-2,0.7,96,-3,9,-3,-8,-7,9,6
O=C(Nc1ccc(F)c(F)c1)c1cccnc1,5,-0.8,95,8,5,1,-6,-5,-1,1
Cc1cc(C(=O)COC(=O)c2cccnc2Cl)c(C)n1-c1c(C)n(C)n(-c2ccccc2)c1=O,-2,-1.2,96,-5,4,0,2,-11,7,6
Cc1cc(C)cc(NC(=O)C(OC(=O)c2ccc(NC(=O)CC#N)cc2)c2ccccc2)c1 (centres undefined),-4,-1.9,97,-9,2,2,-4,-5,-3,10
COc1cc(C(=O)Nc2ccc(C(=O)O)cc2)ccc1OC(C)=O,-4,-2.5,100,-3,-2,1,0,-4,-2,2
COCCNc1nc(-n2nc(C)cc2C)nc2sc3c(c12)CCCC3,9,-0.9,97,10,-3,-2,39,1,-13,-2
CCOC(=O)c1sc(NNC(=O)c2ccc(F)cc2)nc1C,0,-0.4,100,11,11,2,23,-14,3,0
O=C(Cc1ccccc1)Nc1ccc(NC(=O)c2ccco2)cc1,6,-1.0,99,8,-3,-3,-9,-7,3,-2
O=C(NNC(=O)c1cccc2ccccc12)c1ccc(-c2ccccc2)cc1,-2,1.4,114,-13,-7,4,-11,-10,-7,-11
Cc1ccccc1NC1=NC2(CCCC2)N=C(N)N1,-1,-3.7,99,1,0,3,-7,-8,16,3
CC(C)CN1CCN(Cc2nc(C(C)C)cs2)CC1CCO (centres undefined),7,0.3,101,-4,18,-1,-2,-3,4,10
CCN(CC)CCn1c(NCc2cc(OC)ccc2OC)nc2ccccc21,-8,-0.1,92,-4,2,-1,15,-4,1,3
O=C1CN(CC(=O)N2CCCCC2)c2ccccc2O1,2,-1.3,100,19,-8,4,-36,.,0,4
O=C(Nc1ccccc1Cl)c1cc(C2CCCN(C(=O)CCCc3ccccc3)C2)on1 (centres undefined),-1,1.3,100,-7,5,3,-6,-9,7,0
CCn1ncc(Br)c1C(=O)Nc1cccc(C(C)=O)c1,5,1.5,99,-2,2,1,-2,-10,0,14
CN(C(=O)c1ccc(NC(=O)Cc2ccc(NC(=O)C3CCN(C(=O)C4CC4)CC3)cc2)cc1)C1CCCC1,3,0.7,103,-13,13,0,-4,-5,-1,6
Cc1cccc(CCNC(=O)CCS(=O)(=O)c2ccc3nc(C)sc3c2)c1,1,-2.0,98,.,-1,2,6,-2,0,4
COc1ccc(-n2nnnc2SCC(=O)c2ccc(OC)c(OC)c2)cc1,0,0.3,105,-6,-1,-2,-5,-11,-1,4
CCOc1ccc(CCNC(=O)C(C)n2nc(C)c3c(C)n(-c4ccccc4)nc3c2=O)cc1 (centres undefined),-1,-1.5,101,-8,-2,2,-3,-7,15,23
Brc1ccc(OCCCCCN2CCOCC2)cc1,-6,-0.4,101,1,0,-1,0,-4,1,4
Cc1ccccc1CNC(=O)CCNS(=O)(=O)c1ccc(OC(F)(F)F)cc1,6,-1.2,100,10,-3,0,1,-7,-1,-4
# (list continues)
SMILES,m5-HT2A agonist,MC4R ag barr,ABCB6 inh MLPCN,PDI inh,ABHD5-PLIN5 inh,Glyco luc inh,Cardio protect,CaV13 ICDI inh,Granule exo inh,MC4R antag cAMP
CC(C)CC(=O)Nc1cc([N+](=O)[O-])ccc1Cl,-2,-1.6,102,2,-1,0,5,-8,1,6
O=S(=O)(c1ccc(Cl)c(Cl)c1)N1CCc2nc3ccccc3n2CC1,-2,-1.6,99,9,7,-2,-9,-3,-1,-3
CC(=O)c1ccc(N(CC(=O)NC2CCCCC2)C(=O)CNC(=O)c2ccco2)cc1,2,1.2,99,-1,8,-1,2,-3,-6,-5
COCC(C)n1c(SCC(=O)NC(=O)NC2CCCC2)nc2ccccc2c1=O (centres undefined),-1,-0.1,104,0,0,-3,-5,-6,1,1
CCc1nnc(NC(=O)CCC(=O)NC2CCCc3ccccc32)s1 (centres undefined),0,-1.1,99,-8,4,1,41,-3,-1,4
CCN(C(C)=O)c1cnc(C=NNC(N)=S)c2ccccc12,4,0.6,96,1,-28,-8,20,-7,-2,-6
CCOCCC(=O)Nc1ccc2c(c1)c(=O)n(C)n2C/C=C/c1ccccc1,-3,-2.3,99,7,-6,12,2,-9,6,-19
CCN(CCCNC(=O)CCn1c(=O)[nH]c2ccccc2c1=O)c1cccc(C)c1,-3,1.3,93,5,6,0,-1,.,1,3
O=C(O)CC1S/C(=N/N=C/C2CC=CCC2)NC1=O (centres undefined),-4,-0.7,99,11,-3,0,0,-7,-4,5
Cc1ccccc1-c1nc(CS(=O)(=O)CC(=O)NC2CC2)c(C)o1,6,0.2,92,-7,5,-1,6,-14,-3,-3
CC(=O)Nc1cccc2c1C(=O)N(c1cccc(OC(C)=O)c1)C2=O,2,0.1,107,1,-3,1,-9,-6,23,18
CCCc1ccc(C2C3=C(CC(C)(C)CC3=O)NC3=C2C(=O)c2ccccc23)cc1 (centres undefined),-13,-1.3,106,2,42*,-3,-4,-9,2,0
O=C(NCc1ccc(F)cc1)c1cccc(S(=O)(=O)N2CCCC2)c1,-6,0.8,96,-6,-2,0,2,-2,-3,0
COc1ccc(CC(=O)Nc2ccc(N3CCCCC3)cc2)cc1,-5,1.2,99,-6,-7,2,-4,0,-2,6
COc1cc(Cl)ccc1OC1(C)CCN(Cc2ccc3ccccc3c2)C1 (centres undefined),-5,0.6,97,6,-1,1,-15,-5,11,2
O=C(NCCc1ccc(F)cc1)c1ccc(Cl)c(S(=O)(=O)N2CCOCC2)c1,-7,-0.1,94,5,0,-2,1,-3,0,2
O=C(NC1CCCCC1)c1ccc(Cn2cc(Br)cn2)o1,-5,-4.0,98,-5,0,1,8,.,1,6
CCNC(=S)NCc1ccco1,-1,-2.0,105,-6,-1,1,0,-8,1,15
O=c1ccc(-c2nc3ccccc3n2Cc2ccccc2Cl)c[nH]1,-1,-2.4,94,2,-2,4,-3,-3,-4,14
O=[N+]([O-])c1ccc(Cl)c(S(=O)(=O)/N=C(/c2ccccc2)N2CCOCC2)c1,-4,0.1,98,6,2,0,7,-5,0,0
c1csc(-c2nn[nH]n2)c1,-1,1.0,99,-2,0,0,7,-6,1,-4
